OPRM1-OPRD1 ag – OPRM1-OPRD1 heterodimerization agonism. activation, % at 9.3 µM. 340,000 compounds, 0.3% hits. AID 504326. cells, luminescence; in the data active = activation above about 18%;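 also: 0% = vehicle-treated cells and 100% = reference agonist; values of inactives mirror those of a sister screen read the other way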
Target sequence (P35372 whole entry, looked up): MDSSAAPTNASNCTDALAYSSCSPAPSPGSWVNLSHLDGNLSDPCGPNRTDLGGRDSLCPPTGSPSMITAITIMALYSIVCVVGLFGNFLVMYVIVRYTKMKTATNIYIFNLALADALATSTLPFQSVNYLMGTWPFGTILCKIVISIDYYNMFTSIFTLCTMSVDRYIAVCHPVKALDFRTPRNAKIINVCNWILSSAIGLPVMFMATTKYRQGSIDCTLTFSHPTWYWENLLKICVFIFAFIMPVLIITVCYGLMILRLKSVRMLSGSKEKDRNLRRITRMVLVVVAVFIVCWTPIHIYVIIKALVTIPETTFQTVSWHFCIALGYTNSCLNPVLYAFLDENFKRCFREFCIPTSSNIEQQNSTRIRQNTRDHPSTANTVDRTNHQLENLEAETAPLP
Target sequence (P41143 whole entry, looked up): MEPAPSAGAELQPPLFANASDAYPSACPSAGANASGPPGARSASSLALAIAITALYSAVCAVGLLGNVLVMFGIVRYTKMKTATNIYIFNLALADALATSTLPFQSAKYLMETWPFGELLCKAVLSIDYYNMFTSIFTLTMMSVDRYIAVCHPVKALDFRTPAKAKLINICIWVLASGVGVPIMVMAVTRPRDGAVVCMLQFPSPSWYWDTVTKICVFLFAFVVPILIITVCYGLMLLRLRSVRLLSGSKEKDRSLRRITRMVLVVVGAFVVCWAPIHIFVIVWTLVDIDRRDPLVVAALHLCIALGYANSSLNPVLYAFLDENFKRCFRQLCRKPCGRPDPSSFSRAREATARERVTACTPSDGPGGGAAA
PKA-R1A activ – activates the PKA-R1A holoenzyme complex. P00514+P68181. PKA-R1A dissociation, Cy5-IP20 fluorescence polarization; scaled: DMSO 0%, 113 µM cGMP 100%. activation, % at 11.4 µM. 340,000 compounds, 0.083% hits. AID 504707;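 active = percent activation above the mean of all tested compounds plus 3 SD, cut at about 19% in these data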;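 also: higher means more PKAc released from R1A so a rise in polarization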
phage Ecoli inh – E. coli growth loss with phage present | growth absorbance | inhibition, % at 11.9 µM | 360,000 compounds, 0.26% hits | AID 651602; in the data active = inhibition above about 11%
SUMO Mot1 rescue – blocks SUMOylation pathway, rescuing yeast Mot1-301 growth; growth rescue, % at 18.8 µM; S. cerevisiae Mot1-301 growth rescue, ATP luminescence, 38.5C; percent above DMSO median, 100 means doubled; AID 2716; 320,000 compounds, 1% hits;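 active = every valid replicate shows activation above 250% relative to neutral control wells; inactive = the rest, any valid replicate at or below 250%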;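 also: OY570 slx delta 5 strain wells were the positive control but not used for scaling; some compounds called inactive have numbers as strong as hits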
HTR5A ag ctr – activates human HTR5A in OPRM1-OPRD1 agonist counter-screen; HTR5A agonist assay, luminescence, cell-based; P47898; 340,000 compounds, 0.61% hits; AID 504692; activation, % at 9.3 µM; in the data active = activation mostly above about 9.5%, no sharp cut-off; inactive = mostly below about 7.6%;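 also: 0% = cells with vehicle only and 100% = reference agonist; strong numbers were not always called active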
PfHsp90 set2 – inhibits growth of yeast expressing Plasmodium falciparum Hsp90 | S. cerevisiae expressing PfHsp90, BacTiter-Glo ATP, 48 h; yeast lacking PDR1 and PDR3 efflux regulators | inhibition, % at 9.4 µM | 310,000 compounds, 0.32% hits | AID 504621;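 active = every replicate shows inhibition above about 80%, whatever the replicate mean, limit read from the data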;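 also: 0% = DMSO neutral controls and 100% = 20 µM radicicol positive controls; yeast relying on Plasmodium falciparum Hsp90 in place of its own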
E coli growth – counter-screen for AddAB inhibitors: E. coli growth inhibition. E. coli V3065 growth, OD600 absorbance, 18 h. inhibition, % at 11.9 µM. 330,000 compounds, 0.27% hits;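 active = inhibition above the campaign's mean inhibition across all tested compounds plus 3 SD, cut at about 9.9% in these data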;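 also: uninfected addAB+ strain grown without phage in ampicillin broth; 0% = DMSO wells and 100% = ciprofloxacin 0.95 µg/ml wells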
Pemphigus Ab inh – blocks pemphigus antibody binding to human desmoglein-3; 310,000 compounds, 0.48% hits; DSG3-coupled beads, scFv-anti-DSG3-GFP binding, flow cytometry; stronger effect = lower value; binding (percent of control), % at 10 µM; AID 588358; P32926;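 active = binding more than 3 SD below its plate's average and above zero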; also: some compounds called inactive have numbers as strong as hits
OPRM1-OPRD1 inv – mu-delta opioid heterodimer inverse agonism; cell-based MOR-DOR heterodimer luminescence; inhibition, % at 9.3 µM; P35372+P41143; AID 504357; 340,000 compounds, 0.21% hits; in the data active = inhibition above about 22%, passing the limit was not always enough;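 also: 0% = cells with DMSO and 100% = wells without cells with DMSO; values of inactives mirror those of a sister screen read the other way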
HTR5A inv ctr – HTR5A inverse agonism, opioid heterodimer counter-screen. AID 504634. HTR5A cell line, luminescence. 340,000 compounds, 0.083% hits. inhibition, % at 9.3 µM; in the data active = inhibition mostly above about 23%, no sharp cut-off; inactive = mostly below about 18%;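 also: 0% = cells with DMSO and 100% = no-cell wells with DMSO; some compounds called inactive have numbers as strong as hits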
AddAB inh – less growth of phage-infected E. coli with AddAB | E. coli expressing H. pylori AddAB, absorbance growth | inhibition, % at 11.9 µM | 330,000 compounds, 0.29% hits; in the data active = inhibition above about 12%;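 also: 0% = vehicle wells of infected cells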
Starred values were filed as active, the others as inactive; . = not tested or not shown.

Value order – PfHsp90 set2 | OPRM1-OPRD1 ag | SUMO Mot1 rescue | Pemphigus Ab inh | E coli growth | OPRM1-OPRD1 inv | AddAB inh | HTR5A ag ctr | HTR5A inv ctr | PKA-R1A activ | phage Ecoli inh
1. O=C(C1CC1)N1CCc2sccc2C1c1ccc(Cl)cc1 (configuration not stated)
 : -32 | -0.8 | 3 | . | 0.7 | 4 | 0.9 | 7 | -17 | -10 | 1.1
2. O=C(CN1CCCc2ccccc21)N/N=C/c1ccc(F)cc1F
 : -8 | 6.3 | -8 | 100 | 3.1 | -33 | 0.9 | 6 | -3 | -3 | 1.1
3. COc1cccc(OCc2nnc(SC)n2C)c1
 : 32 | -2.7 | -18 | 92 | 0.4 | 12 | 0.6 | -2 | 7 | -1 | 3.0
4. CC1CN(C(=O)c2cccc(S(=O)(=O)N3CCOCC3)c2)CC(C)O1 (configuration not stated)
 : -10 | -2.6 | -11 | 97 | 0.1 | 15 | 2.0 | 7 | 10 | -9 | -0.1
5. COCCNC(=O)c1cccc(OC2CCN(Cc3cccc(C(C)=O)c3)CC2)c1
 : 6 | -2.0 | -7 | 98 | 2.3 | 9 | 1.3 | -1 | 4 | 0 | 0.8
6. O=C(O)Cc1csc(Nc2cccc(Cl)c2)n1
 : -23 | 1.4 | -5 | 101 | 0.2 | -8 | 0.2 | 4 | -15 | -5 | 1.0
7. CC(C)N(Cc1nccn1C)C(=O)CCc1nnc(CCCc2ccccc2)o1
 : 13 | -3.3 | 6 | 96 | -2.2 | 17 | -1.1 | -4 | 10 | -7 | 0.7
8. CC(=O)Nc1ccc(S(=O)(=O)N2CCC(C(=O)NC3CC3)CC2)cc1
 : 0 | -0.5 | 84 | 99 | -0.7 | 3 | 1.2 | 0 | 17 | -7 | 0.6
9. Cc1ccc(C(=O)Nc2ccc(N3CCN(C)CC3)nc2)cc1
 : -3 | -1.1 | -1 | 118 | 0.0 | 5 | 1.8 | -6 | 14 | -6 | 3.2
10. CC(=NCCN1CCOCC1)C1=C(O)c2ccccc2C1=O
 : -5 | 0.4 | . | 97 | 6.6 | -2 | 1.3 | -5 | 13 | -2 | -1.3
11. CC1CCc2c(sc3ncnc(NCCCOC(C)C)c23)C1 (configuration not stated)
 : 6 | 1.5 | -6 | 102 | -0.6 | -9 | 0.6 | 2 | -34 | -5 | 1.4
12. CC(=O)c1ccc(S(=O)(=O)Nc2cccc(-c3ccc4nncn4n3)c2)cc1
 : . | -1.4 | -5 | 82 | 0.0 | 9 | 3.2 | 1 | -3 | -1 | 4.8
13. CCN(CC)C(=O)Cn1ccc(NC(C)=O)nc1=O
 : -26 | -2.1 | -3 | 105 | -1.0 | 10 | 0.3 | -1 | 4 | -3 | 0.7
14. Cc1nnc(SCC(=O)Nc2cccc(Cl)c2)n1CC1CCCO1 (configuration not stated)
 : 14 | -1.1 | 53 | . | 1.8 | 7 | 4.4 | 3 | 2 | 3 | 0.1
15. Nc1c(N=Nc2ccccc2F)c(=O)[nH]n1-c1ccccc1
 : 14 | -0.9 | -21 | 93 | -0.5 | 5 | 3.6 | -4 | 12 | -7 | 3.4
16. Cc1cccc(N2CCN(C(=O)C3CCN(S(=O)(=O)c4c(C)noc4C)CC3)CC2C)c1 (configuration not stated)
 : -7 | 1.4 | -2 | 46* | -1.9 | -8 | 2.4 | -3 | 8 | -5 | 2.3
17. CC(=NNC(=O)c1ccc(NS(=O)(=O)c2ccc(Br)cc2)cc1)c1cccnc1
 : -17 | -1.5 | -6 | 94 | -0.2 | 7 | 1.1 | 2 | -8 | 8 | 1.6
18. Cc1nn(C)c(Sc2ccccc2N)c1[N+](=O)[O-]
 : . | 5.8 | -5 | 87 | 1.3 | -36 | 0.2 | 2 | -3 | 0 | 3.1
19. O=S1(=O)CCN(c2ccccc2CC(c2c[nH]c3ccccc23)c2c[nH]c3ccccc23)CC1
 : -6 | -0.5 | . | 83 | . | 2 | . | 3 | -10 | -4 | 3.0
20. O=S(=O)(NC1CCN(S(=O)(=O)c2c(F)cccc2F)C1)c1ccc2c(c1)OCCO2 (configuration not stated)
 : -9 | -1.5 | 3 | 101 | -2.7 | 8 | 2.5 | 4 | -35 | 1 | 1.8
21. Cc1sc(NC(=O)c2ccccc2)c(C(c2ccc(Cl)cc2)N2CCN(CCO)CC2)c1C (configuration not stated)
 : 11 | 3.2 | 75 | 104 | -2.4 | -16 | 1.7 | 0 | -1 | -8 | 3.1
22. CCC(NC(=O)c1ccc(C#CC2(O)CCCCC2)cc1)C(=O)O (configuration not stated)
 : 16 | -1.0 | -6 | 100 | 1.5 | 6 | 0.5 | 0 | 1 | -9 | 3.4
23. Cc1cc(C(=O)N2CCN(c3ncccn3)CC2)cs1
 : -4 | -0.6 | -5 | 102 | 0.4 | 3 | 1.9 | -1 | -31 | 2 | 1.5
24. CC(=O)Nc1ccc(S(=O)(=O)N2CCn3cccc3C2C)cc1 (configuration not stated)
 : 1 | -2.3 | -8 | 108 | 1.9 | 9 | 1.2 | -3 | 7 | 3 | 2.1
25. CCOC(=O)c1cccc(NC(=O)c2ccc(N(C)C)cc2)c1
 : 7 | -2.4 | -23 | 92 | 0.5 | 13 | 5.2 | 5 | 25 | -3 | 3.6
26. Cc1cccc(C)c1NC(=O)c1cc2c(=O)c3ccccc3oc2nc1C(F)(F)F
 : . | 3.2 | 55 | 98 | 2.3 | -17 | 3.7 | 1 | 0 | -4 | -0.4
27. O=C(O)c1cc2cc(OCc3ccccc3)ccc2[nH]1
 : -37 | -0.7 | 14 | 100 | -1.6 | 4 | 2.6 | 0 | -4 | -7 | -0.4
28. CCC(NS(=O)(=O)c1ccc2c(c1)NC(=O)C(C)C(=O)N2)c1cccs1 (configuration not stated)
 : 2 | 0.6 | -11 | 102 | 3.0 | -3 | 3.4 | 2 | -21 | -8 | 2.4
29. COc1cc(/C=C/C(=O)Nc2ccc(S(=O)(=O)Nc3ncccn3)cc2)ccc1OCC#N
 : 8 | -1.7 | . | 133 | . | 7 | . | 2 | -20 | 3 | 0.1
30. COCc1nnc(SCC(=O)Nc2cccc(Cl)c2C)n1-c1ccccc1
 : -10 | -2.5 | 97 | 99 | -1.4 | 15 | -1.9 | 1 | 1 | -7 | 2.0
31. Cc1nn(CC(=O)O)c(C)c1C
 : 14 | -0.6 | -6 | 102 | 0.7 | 2 | 0.3 | 0 | -22 | 1 | 3.6
32. CCOC(=O)c1sc(NC(=O)c2ccc(OC)cc2)nc1C
 : -23 | -0.5 | -15 | 100 | 0.7 | 2 | -0.1 | 2 | 4 | -7 | 2.3
33. O=C(Nc1ccc(O)cc1)C1CC=CCC1 (configuration not stated)
 : -1 | 2.8 | -14 | 99 | -0.7 | -13 | 0.6 | -4 | 9 | 11 | 3.6
34. Cc1onc(-c2c(Cl)cccc2Cl)c1C(=O)NCCCN1CCOCC1
 : 21 | -0.5 | 141 | 91 | 1.8 | 3 | 3.8 | -1 | 22 | 13 | 2.7
35. Cc1ccc(C(=O)Nc2ccc(S(=O)(=O)N3CCc4ccccc43)cc2)o1
 : 1 | 1.3 | -5 | 104 | -1.0 | -8 | 1.5 | 0 | -43 | -5 | 2.5
36. COc1ccc(S(=O)(=O)NCC2(N3CCOCC3)CCCCC2)cc1OC
 : . | -0.8 | . | 103 | . | 4 | . | -7 | 18 | -1 | 0.7
37. COc1ccc(CNCCC2(Cc3ccccc3)CC(C)N(C)CC2C)cc1OC (configuration not stated)
 : 13 | -0.1 | 30 | 96 | 3.0 | 1 | -0.5 | 1 | -22 | -16 | 3.2
38. O=C(NCCc1ccccc1)C(=O)NCC1OCCN1S(=O)(=O)c1ccc2c(c1)OCCO2 (configuration not stated)
 : 6 | -2.4 | -6 | 114 | 0.8 | 13 | 3.1 | 1 | -12 | -4 | 1.1
39. CCn1cc([N+](=O)[O-])c(C(=O)Nc2ccc3c(c2)OCCO3)n1
 : -3 | -1.9 | -7 | 107 | -0.7 | 11 | -2.6 | 6 | -15 | 2 | 1.1
40. C=CCSc1nnc(-c2cc3c(-c4ccccc4)nn(C)c3s2)n1C
 : -31 | -0.6 | 10 | . | -0.7 | 2 | 4.3 | 2 | -5 | -9 | 1.4
41. CC(=O)Nc1ccc(S(=O)(=O)N2CCN(C(=O)c3ncoc3-c3ccc(F)cc3)CC2)cc1
 : 11 | -1.9 | -10 | 104 | -0.5 | 10 | 3.2 | 8 | -20 | -7 | -1.7
42. Nc1nc2c(nc(SCc3ccccc3Br)n2[C@@H]2O[C@H](CO)[C@@H](O)[C@H]2O)c(=O)[nH]1
 : -5 | -1.5 | 216 | 103 | . | 7 | . | 2 | -8 | -16 | 1.5
43. CC(CC(=O)Nc1ccc(-c2ccno2)cc1)n1cccn1 (configuration not stated)
 : 5 | -0.2 | 49 | 105 | -0.7 | 1 | 3.7 | 1 | 4 | 0 | 4.0
44. O=C(CCN1C(=O)C2CCCCC2C1=O)N1CCN(S(=O)(=O)c2cccc(F)c2)CC1 (configuration not stated)
 : . | -2.8 | -4 | 91 | 3.0 | 15 | 0.3 | 5 | 3 | -5 | 3.5
45. COC(=O)C1=C(C)N(Cc2ccccc2)C(=S)N[C@H]1c1cccc(C(F)(F)F)c1
 : . | 7.6 | 52 | 103 | 1.1 | -42 | 2.4 | 2 | -11 | -16 | 3.0
46. C=CCn1nc(-c2ccccc2)c2c(C)onc2c1=O
 : -5 | -2.3 | -8 | 98 | -1.5 | 12 | 0.0 | 4 | -12 | -5 | 4.3
47. CC1CCN(c2nc3c(c(=O)n(C)c(=O)n3C)n2Cc2ccccc2)CC1
 : 4 | 3.5 | -15 | . | 2.1 | -16 | 0.9 | 4 | 14 | 7 | 1.1
48. CC1(C)CC(=O)C=C(C(=O)N2CCCC(C(=O)c3cccc(Cl)c3)C2)O1 (configuration not stated)
 : . | -1.4 | -18 | 112 | 2.2 | 7 | -1.1 | -3 | -7 | -4 | 2.0
49. C/C(=N\NC(=O)c1cccnc1)c1ccccc1
 : 1 | -3.4 | -2 | 103 | -0.5 | 16 | 1.5 | 3 | -10 | -3 | 0.1
50. CC(C)[n+]1ccn(C2=C([O-])c3ccccc3C(=O)/C2=N\S(=O)(=O)c2ccccc2)c1
 : -19 | 6.7 | 14 | . | -0.7 | -33 | 1.7 | 1 | 5 | 1 | 2.3
51. O=C(c1ccccc1F)N1CCCc2ccccc21
 : -2 | -1.8 | 495* | 114 | 1.4 | 9 | 8.1 | 0 | -1 | -3 | 1.7
52. CN1CCN(c2nc3c(c(=O)[nH]c(=O)n3C)n2CCSc2nc3ccccc3s2)CC1
 : 3 | -1.5 | -4 | 104 | -1.8 | 9 | -2.6 | -3 | -5 | 1 | 0.8
53. S=C(NCCN1CCCCC1)Nc1ccc(Br)cc1
 : -30 | 2.1 | 348* | 100 | 1.9 | -11 | 0.3 | 5 | -12 | 2 | 3.2
54. CC1CCN(Cc2c(C(=O)O)nnn2-c2nonc2N)CC1
 : 8 | -2.9 | -15 | 101 | 1.2 | 13 | 2.6 | -3 | 9 | -1 | 1.7

Screening data deposited in PubChem BioAssay by several laboratories.

Not a hit list. About 3.2% of those tested had a hit in this group.
